POLB inh – blocks human DNA polymerase beta activity. Potency, µM (doses to about 114 µM), without a hit: at the highest dose activity change, negative = inhibition, actives largely listed as inhibitors. 1.3% of 340,000 active. Pol beta primer extension/strand displacement, fluorescence kinetic. P06746; note: potency is the fitted concentration of half-maximal effect; % is set by controls: 0 for no effect and ±100 for the full control effect
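Pol beta (10 nM) and compounds were preincubated 15 min at room temperature, then 50 nM substrate (final) started primer extension/strand displacement. Reads were taken at 0 and 10 min; concentration-response data were fitted to a four-parameter Hill equation.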
Apoferritin bind – binds horse apoferritin like a general anesthetic. P02791. apoferritin/1-aminoanthracene competitive binding, fluorescence. Potency, µM (doses to about 77.5 µM), for inactives: at the highest dose activity change, negative = displacement, actives largely listed as inhibitors. 0.074% of 350,000 active; note: potency is the fitted concentration of half-maximal effect; % is set by controls: 0 for no effect and ±100 for the full control effect; nearly all actives have a fitted effect of over 20% in size
Target sequence (P02791 2-175 limits assumed): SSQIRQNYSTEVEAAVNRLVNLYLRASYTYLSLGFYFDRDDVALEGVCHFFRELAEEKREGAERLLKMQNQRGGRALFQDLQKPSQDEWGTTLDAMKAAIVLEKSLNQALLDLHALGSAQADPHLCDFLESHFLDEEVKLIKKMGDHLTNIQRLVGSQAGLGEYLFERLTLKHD
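In PBS, apoferritin at 10 uM is loaded with 1-AMA from a 50% saturated solution. After 10 min of compound exposure at ambient temperature, reduced 535 nm fluorescence indicates probe displacement.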
ERG Ets-DNA blk – ERG Ets/DNA interaction inhibition; AID 624246; P11308; fluorescence polarization, His-ERG Ets domain / labelled DNA; Potency, µM (highest dose often 76.9 µM), without a hit: at the top dose FP activity, negative = inhibition, actives largely listed as inhibitors; 0.028% of 370,000 active; active = well fitted inhibition curve with a large enough effect in the polarisation, with a control signal flat; inconclusive = small, poorly fitted or top-dose-only effect, or effect the other way, or a change in a side signal; inactive = no such curve, though single readings can be large or run the other way; the % refers to the polarisation;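 note: polarization taken with two DNA probes labelled with fluorescein and Texas red; potency is the fitted concentration of half-maximal effect; % of control where 0% means no effect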
Target sequence (P11308 whole entry, looked up, the tested form may be a part): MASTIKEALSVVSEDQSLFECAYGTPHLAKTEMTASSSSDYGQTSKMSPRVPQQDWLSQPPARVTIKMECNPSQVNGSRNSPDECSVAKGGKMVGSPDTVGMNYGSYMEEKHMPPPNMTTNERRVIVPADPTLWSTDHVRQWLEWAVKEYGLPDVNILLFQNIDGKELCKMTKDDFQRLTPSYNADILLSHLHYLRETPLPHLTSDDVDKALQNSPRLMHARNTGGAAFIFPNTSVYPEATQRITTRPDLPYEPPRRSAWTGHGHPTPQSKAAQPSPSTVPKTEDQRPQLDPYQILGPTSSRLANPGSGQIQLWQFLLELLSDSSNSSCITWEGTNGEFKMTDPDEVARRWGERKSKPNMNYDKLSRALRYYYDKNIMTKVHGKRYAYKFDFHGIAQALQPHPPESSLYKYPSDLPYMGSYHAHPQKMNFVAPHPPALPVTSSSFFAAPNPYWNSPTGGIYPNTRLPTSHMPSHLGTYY
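His-tagged ERG Ets domain (1 uM in the protein solution; 300mM KCl, 50mM Tris-HCl, 1mM EDTA, 1mM DTT, pH 7.5) received compound, then a probe mix of 5 nM fluorescein-DNA and 100nM Texas-615-DNA. Fluorescence polarization was read for both dyes.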
12-LOX inh – inhibitors of human 12S-lipoxygenase ALOX12 | purified 12hLO, xylenol orange hydroperoxide absorbance | P18054 | 1.1% of 580,000 active | Potency, µM (titrated, usually from 108 µM), for the others: at the top dose activity change, negative = inhibition, usual class: inhibitors; note: potency is the fitted concentration of half-maximal effect; % is set by controls: 0 for no effect and ±100 for the full control effect
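Purified human 12hLO (150 nM final) in 25 mM Hepes, 0.01% Triton X-100, pH 7.0 was preincubated 15 min at room temperature with compound. Then 40 uM arachidonic acid was added, 30 min. Hydroperoxide was read by Fe-XO absorbance ratio 573/405 nm.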
APE1 inh – APE1 (human) endonuclease inhibition. recombinant APE1, TAMRA/BHQ-2 abasic DNA cleavage fluorescence. Potency, µM (top dose mostly 65.8 µM), inactives show at the top dose activity change, negative = inhibition, actives largely listed as inhibitors. AID 2517. 0.35% of 350,000 active;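 note: potency is the fitted concentration of half-maximal effect; plate controls were vehicle for no effect and reference inhibitor for full effect; nearly all actives have a fitted effect of over 55% in size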
Target sequence (P27695 whole entry, looked up): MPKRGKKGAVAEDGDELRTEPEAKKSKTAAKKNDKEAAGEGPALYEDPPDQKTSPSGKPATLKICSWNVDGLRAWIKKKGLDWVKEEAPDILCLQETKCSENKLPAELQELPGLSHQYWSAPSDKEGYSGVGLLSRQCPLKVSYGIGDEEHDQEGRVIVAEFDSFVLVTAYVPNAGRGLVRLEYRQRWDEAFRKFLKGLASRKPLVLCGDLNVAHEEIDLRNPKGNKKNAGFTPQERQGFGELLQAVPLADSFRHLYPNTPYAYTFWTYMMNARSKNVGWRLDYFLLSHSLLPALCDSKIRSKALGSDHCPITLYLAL
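Readout is kinetic fluorescence (ex 525, em 598 nm) from cleavage of 50 nM TAMRA/BHQ-2 THF abasic duplex by 0.75 nM APE1, compound added 15 min beforehand at RT.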
Pol kappa inh – blocks human DNA polymerase kappa activity. purified Pol kappa, fluorescent DNA synthesis assay, 10 min. Potency, µM (top dose mostly 107 µM), inactives show top-dose activity, negative = inhibition, usual class: inhibitors. 0.53% of 400,000 active. AID 588579; note: potency is the fitted concentration of half-maximal effect; % is set by controls: 0 for no effect and ±100 for the full control effect
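10 nM Pol kappa was preincubated with compounds for 15 min at room temperature. Reaction started with 50 nM (final) substrate. Fluorescence read kinetically at 0 and 10 min.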
TRHR ag – activates the human TRH receptor; activation, % at 2 µM; AID 493084; 0.18% of 360,000 active; TRHR cells, calcium flux fluo-8, FDSS agonist mode; in the data active = activation above about 30%; note: 0% is about no effect
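TRHR-expressing cells, plated overnight in medium with 10% serum, were loaded with fluo-8 calcium dye at room temperature. After a 10 s baseline, library compound was pin-added and calcium release was recorded kinetically (ex 480/em 530) as agonist response.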
BLM helicase inh – blocks DNA unwinding by human BLM helicase | recombinant BLM DNA unwinding, fluorescence dequenching | 0.2% of 350,000 active | Potency, µM (titrated, usually from 56.1 µM), for inactives: top-dose activity change, negative = inhibition, actives largely listed as inhibitors | P54132;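 note: potency is the fitted concentration of half-maximal effect; plate controls were vehicle for no effect and no enzyme for full effect; nearly all actives have a fitted effect of over 35% in size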
POLI inh – inhibitors of human DNA polymerase iota | Pol iota fluorescent replication assay, 10 min | 1% of 390,000 active | AID 588590 | Q9UNA4 | Potency, µM (doses to about 115 µM), for inactives: at the top dose activity, negative = inhibition, most hits filed as inhibitors; note: potency is the fitted concentration of half-maximal effect
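Pol iota at 10 nM preincubated 15 min with compounds at room temperature; reaction started with fluorescent substrate, 50 nM final. Fluorescence read kinetically at 0 and 10 min; buffer-only wells as negative control.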
Starred values were filed as active, the others as inactive; ? = inconclusive; . = not tested or not shown; & = joins results of further samples; [ ] = another dose, or the depositor's remark. Unless noted, calls come from the whole dose curve; as a rule, active = well fitted curve in the direction sought with a large enough effect; inconclusive = small, poorly fitted or top-dose-only effect, or another doubt; inactive = no such curve, though single readings can be large; an effect the other way counts as inactive or inconclusive.

1: O=C(Nc1ccc(N2CCN(c3ccc(O)cc3)CC2)cc1)Oc1ccccc1
2: CC(C)OC(=O)/C(=C/c1ccc(Br)cc1)NC(=O)c1ccco1
3: CCOc1ccc(CCNC(=O)COC(=O)c2ccc(C)s2)cc1OCC
4: CCCCn1nc2cc(C(=O)NCCc3cccs3)ccc2c1OCC
5: CN(CC1COc2ccccc2O1)C(=O)c1ccc(Cl)c(S(=O)(=O)N2CCCCCC2)c1 (stereo not drawn)
6: COc1ccc2oc(C(=O)OCC(=O)N3C(C)CCCC3C)c(C)c2c1 (stereo not drawn)
7: N#Cc1c(-c2ccccc2)nc(-c2ccccc2)nc1N1CCOCC1
8: CC(=O)Nc1ccc(C(=O)N/N=C(\C)CC(=O)Nc2ccc(OCc3ccccc3)cc2)cc1
9: C[C@@H]1C(NC(=O)c2ccccc2)CC2CC1C2(C)C (stereo partly drawn)
10: Cc1nc(NC(=O)c2ccc(F)cc2)nc2cc3c(cc12)OCO3
compound no.,1,2,3,4,5,6,7,8,9,10
POLB inh,28%,0%,10%,10%,.,?,-8%,?,-3%,19%
Apoferritin bind,-10%,-14%,-15%,-5%,.,?,-14%,?,?,-5%
ERG Ets-DNA blk,.,-8%,45%[activator],12%,4%,1%,-6%,-10%,-12%,-1%
12-LOX inh,?,7%,-3%,3%,134%[activator],-1%,4%,11%,?,2%
APE1 inh,-1%,-3%,-4%,-5%,15%,33%,22%,2%,-10%,-3%
Pol kappa inh,-8%,-14%,-3%,-1%,-8%,-10%,-14%,-11%,3%,24%
TRHR ag,0.2,0.3,0.6,-0.9,-0.7,-0.3,0.1,0.5,1.0,-0.2
BLM helicase inh,-5%,-2%,-3%,0%,.,-7%,-3%,-3%,-1%,-3%
POLI inh,5%,13%,3%,28%,19%,21%,-1%,43%[activator],18%,75%[activator]

Reprinted from the part before: 3 compounds; new compounds follow.
8: CC(=O)Nc1ccc(C(=O)N/N=C(\C)CC(=O)Nc2ccc(OCc3ccccc3)cc2)cc1
9: C[C@@H]1C(NC(=O)c2ccccc2)CC2CC1C2(C)C (stereo partly drawn)
10: Cc1nc(NC(=O)c2ccc(F)cc2)nc2cc3c(cc12)OCO3
11: COc1cc(NC(=S)NC2CC2)c(OC)cc1Cl
12: O=C(CCN1CCOCC1)NC1CCCN(Cc2ccccc2F)C1 (stereo not drawn)
13: COc1ccccc1C(=O)Nc1cc(-c2ccc(C)cc2)no1
14: COc1ccccc1CN1CCC2(CC1)CCN(C(=O)c1cccn1C)CC2
15: Cc1noc(C)c1S(=O)(=O)N(CC(=O)NCc1ccc(Cl)cc1)c1ccc2c(c1)OCO2
16: N=c1oc2ccc3ccccc3c2cc1-c1nnc2n1CCCCC2
17: CCCn1c(NC(=O)c2ccc(C)cc2)nc2ccccc21
18: O=C(CNC(=O)C12CC3CC(CC(C3)C1)C2)N1CCN(S(=O)(=O)c2cccs2)CC1
19: COc1ccc(C2/C=C\CN(C(=O)Nc3ccccc3-c3ccccc3)CC(=O)N2Cc2ccc(F)cc2)cc1 (stereo not drawn)
20: O=C(OCc1ccccc1)C1=[N+]([O-])OC(C(=O)OCc2ccccc2)C1c1c[nH]c2ccccc12 (stereo not drawn)
compound no.,8,9,10,11,12,13,14,15,16,17,18,19,20
POLB inh,?,-3%,19%,45%,17%,0%&15%,.,15%,4%,0%,1%,-1%,-1%
Apoferritin bind,?,?,-5%,5%,-4%,-18%&-15%,.,-5%,.,-6%,-7%,-6%&0%,-17%
ERG Ets-DNA blk,-10%,-12%,-1%,5%,-9%,-8%&-9%,.,4%,.,6%,4%,-9%,1%
12-LOX inh,11%,?,2%,?,0%,?,-18%[57.4 µM],1%,23%,105%[activator],4%,.,0%
APE1 inh,2%,-10%,-3%,?,53%[activator],-21%,-3%,-11%,18%,-1%,0%,-5%&-3%,9%
Pol kappa inh,-11%,3%,24%,0%,-2%,1%&9%,11%[60.1 µM],12%,-3%,-1%,-7%,-8%&7%,-13%
TRHR ag,0.5,1.0,-0.2,-0.4,0.1,0.6&1.2,.,-0.3,-0.8,0.9,-0.3,0.9,1.0
BLM helicase inh,-3%,-1%,-3%,0%,1%,-9%&-8%,-6%,1%,7%,-3%,1%,-8%&-8%,-11%
POLI inh,43%[activator],18%,75%[activator],38%[activator],3%,-18%&-11%,.,4%,23%,-11%,8%,2%&16%,5%

21: COc1ccc(N2C3=C(CC4=C2CC(C)(C)CC4=O)C(=O)CC(C)(C)C3)cc1
22: O=C(Nc1ccc2c(c1)[nH]c(=O)c1ccccc12)C(F)(F)F
23: O=C(C(c1ccccc1)c1ccccc1)N(Cc1ccco1)C1CCS(=O)(=O)C1 (stereo not drawn)
24: O=C(C=Cc1ccc(Cl)s1)c1ccc(Cl)s1
25: COc1ccc(CNC(=O)C2(c3cccs3)CCOCC2)cc1
26: CCC(C)n1nccc1NC(=O)C(C)Cl (stereo not drawn)
27: Cc1noc(C)c1C(=O)Nc1ccc(N(C)C)cc1
28: CN(C)c1ccc(-c2ccc3ncnc(N(C)Cc4ccco4)c3c2)cc1
29: CC1(C)CC(=O)C=C(c2cccc3c2oc2ccccc23)C1
30: Cc1ccc(CC23CN4CCN(CC(C4)C2O)C3)c(C)c1 (stereo not drawn)
compound no.,21,22,23,24,25,26,27,28,29,30
POLB inh,36%,.,27%,.,0%,40%,2%,.,.,23%
Apoferritin bind,-18%,.,-20%,.,3%,-6%,-9%,.,.,7%
ERG Ets-DNA blk,.,2%,3%,6%,5%,1%,0%,.,-6%,9%
12-LOX inh,28%,0%,-1%,?,-20%,-2%,435%[activator],-6%,-22%,0%
APE1 inh,-9%,.,-1%,.,.,2%,-14%,-1%,.,-13%
Pol kappa inh,-3%,-3%,6%,-24%,-9%[60.1 µM],-3%,14%,-6%[60.1 µM],0%,4%
TRHR ag,-0.3,.,-0.4,.,0.0,1.4,1.5,.,.,0.3
BLM helicase inh,-6%,.,-2%,.,2%,-1%,-4%,2%,.,2%
POLI inh,7%,24%,-12%,6%,7%,21%,75%[activator],.,1%,3%

4 entries drawn at random from those above:
30: Cc1ccc(CC23CN4CCN(CC(C4)C2O)C3)c(C)c1 (stereo not drawn)
28: CN(C)c1ccc(-c2ccc3ncnc(N(C)Cc4ccco4)c3c2)cc1
21: COc1ccc(N2C3=C(CC4=C2CC(C)(C)CC4=O)C(=O)CC(C)(C)C3)cc1
24: O=C(C=Cc1ccc(Cl)s1)c1ccc(Cl)s1
compound no.,30,28,21,24
POLB inh,23%,.,36%,.
Apoferritin bind,7%,.,-18%,.
ERG Ets-DNA blk,9%,.,.,6%
12-LOX inh,0%,-6%,28%,?
APE1 inh,-13%,-1%,-9%,.
Pol kappa inh,4%,-6%[60.1 µM],-3%,-24%
TRHR ag,0.3,.,-0.3,.
BLM helicase inh,2%,2%,-6%,.
POLI inh,3%,.,7%,6%

Other compounds.
31: Cc1ccccc1OCC(=O)Nc1cc(Cl)ccc1Oc1ccccc1
32: Cn1cccc1CC(=O)N/N=C/C=C/c1ccco1
33: COc1cc(/C=C2\C(=N)N3N=C(CC(=O)N4CCOCC4)SC3=NC2=O)cc(OC)c1OC
34: COc1ccc(N2CC(C(=O)Nc3ccccc3N3CCCC3)CC2=O)c(OC)c1 (stereo not drawn)
35: COc1ccc(-c2csc(NC(=O)C3CSC4(C)CCC(=O)N34)n2)cc1 (stereo not drawn)
36: O=P(O)(CCc1ccncc1)CN1CCCCC1
37: NC(=O)c1c(NC(=O)CCCC(=O)O)sc2c1CCCCCC2
38: CC(C)CCNC(=O)CSc1nc2ccccc2nc1Cc1ccc(Cl)cc1
39: Cc1ccc(C(=O)O/N=C(\c2ccccc2)c2cccnc2)cc1
40: Cc1ccc(NC(=O)N2CCN(c3nnc(C)c4c(C)n(-c5ccccc5)nc34)CC2)c(Cl)c1
41: O=C(COC(=O)CNS(=O)(=O)c1ccc(Br)cc1Cl)Nc1ccc(N2CCOCC2)cc1
42: O=C(Nc1ccc(F)cc1F)c1csc(-c2cccs2)n1
compound no.,31,32,33,34,35,36,37,38,39,40,41,42
POLB inh,0%,25µM*,-28%,.,.,-3%,-21%,-16%,29%,4%,.,2%
Apoferritin bind,-2%,-4%,1%,.,.,-7%,26%,2%,-6%,-4%,.,-10%
ERG Ets-DNA blk,7%,-1%,4%,14%,3%,.,-8%,-17%,-5%,3%,.,-8%
12-LOX inh,-11%,?,0%,-12%,0%,-6%,-9%,7%,-10%,-14%,-28%,0%
APE1 inh,0%,6%,81%[activator],21%,2%,-1%,?,.,1%,.,-2%,?
Pol kappa inh,-19%,35µM*,32µM*,6%,0%,-8%[60.1 µM],-6%,-5%[60.1 µM],-16%,24%,-17%,-16%
TRHR ag,1.0,-0.8,1.1,-0.4,0.2,-0.1,0.3,0.3,-1.0,-0.3,-0.2,-0.4
BLM helicase inh,-4%,25µM*,-2%,.,.,-2%,-7%,-3%,-5%,2%,.,-6%
POLI inh,9%,18µM*,?,-3%,22%,1%,5%,-13%,-5%,25%,25%,111%[activator]

Screens (PubChem BioAssay)

This is a subset, so the mix of outcomes need not match the whole.
